FBW7 act = FBW7 E3 ligase activators, primary screen, biochemical, AlphaScreen, human; F-box/WD repeat-containing protein 7 (Homo sapiens), Q969H0; AlphaScreen FBW7–phospho-cyclin E peptide binding, activator screen; normalized activity (activation), % at 26.1 µM; actives 0.13% (n = 650,000); in the data active means normalized activity above about 1.9%;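 further: purified mutant Fbw7 with reduced substrate affinity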
TEAD-YAP block = TEAD-YAP interaction inhibition, primary screen, TEAD-YAP interaction inhibitor project, luminescence, HEK-TIYL cells; TEAD-Gal4/YAP UAS-luciferase luminescence; inhibition, % at 9.12 µM; actives 1.4% (n = 640,000); in the data active means inhibition above about 32%;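 further: 0% = median of test compound wells and 100% = reference inhibitor wells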
MITF primary = MITF inhibitors, primary screen, biochemical, AlphaScreen, human; AlphaScreen MITF homodimerization, bead proximity signal; inhibition, % at 2.6 µM; actives 0.91% (n = 650,000); AID 1259374, 2018; in the data active means inhibition above about 50%;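 further: 0% = vehicle wells with protein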
Target sequence (O75030 whole entry, looked up): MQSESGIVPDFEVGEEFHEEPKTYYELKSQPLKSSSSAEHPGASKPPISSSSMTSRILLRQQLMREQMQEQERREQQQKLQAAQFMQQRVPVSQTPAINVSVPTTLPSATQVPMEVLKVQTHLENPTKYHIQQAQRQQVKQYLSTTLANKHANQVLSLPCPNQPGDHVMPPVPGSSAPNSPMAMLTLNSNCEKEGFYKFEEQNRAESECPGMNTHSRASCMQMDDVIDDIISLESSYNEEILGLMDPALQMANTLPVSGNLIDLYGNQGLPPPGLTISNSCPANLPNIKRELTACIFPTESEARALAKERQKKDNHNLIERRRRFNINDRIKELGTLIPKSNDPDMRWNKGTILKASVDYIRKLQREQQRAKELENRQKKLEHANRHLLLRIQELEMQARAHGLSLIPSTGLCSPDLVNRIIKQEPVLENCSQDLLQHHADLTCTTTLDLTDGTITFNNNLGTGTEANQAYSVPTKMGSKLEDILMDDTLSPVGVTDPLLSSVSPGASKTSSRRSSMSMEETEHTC
GPR151 activ = activators of human GPR151, primary screen, cell-based, PathHunter beta-arrestin, luminescence; G-protein coupled receptor 151 (Homo sapiens), Q8TDV0; activation, % at 11.2 µM; actives 1% (n = 650,000); PathHunter beta-arrestin GPR151 cells; in the data active means activation above about 4.9%;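 further: 0% = median of compound wells and 100% = cells with positive control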
Target sequence (Q8TDV0 whole entry, looked up): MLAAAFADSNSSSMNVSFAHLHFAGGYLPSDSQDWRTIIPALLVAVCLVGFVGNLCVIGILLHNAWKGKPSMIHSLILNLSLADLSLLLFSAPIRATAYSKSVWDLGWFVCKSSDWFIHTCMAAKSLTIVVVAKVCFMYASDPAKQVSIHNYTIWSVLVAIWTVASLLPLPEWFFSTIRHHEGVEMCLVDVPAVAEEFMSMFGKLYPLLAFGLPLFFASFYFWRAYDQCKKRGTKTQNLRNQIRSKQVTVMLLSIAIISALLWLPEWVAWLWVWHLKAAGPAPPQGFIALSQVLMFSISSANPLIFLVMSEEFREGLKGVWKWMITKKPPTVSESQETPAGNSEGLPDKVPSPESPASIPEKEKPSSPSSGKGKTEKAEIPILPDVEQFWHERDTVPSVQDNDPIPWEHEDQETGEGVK
* = called active by the depositor.

SMILES	FBW7 act	TEAD-YAP block	MITF primary	GPR151 activ
CN(C)S(=O)(=O)c1cccc(C(=O)Nc2ccccc2C(=O)O)c1	0.1	-6	9	-1.8
COc1ccc(Br)cc1C1=N/C(=C\c2ccco2)C(=O)O1	-0.1	7	8	1.9
CCOC(=O)c1sc(NC(=O)CSc2nc3cc(OC)ccc3cc2C#N)nc1C	0.0	2	16	1.1
CCCSc1ncc(Cl)c(C(=O)NCc2ccccc2)n1	0.6	4	20	-1.1
CCCOc1cc(N2CCN(C(=O)Nc3ccc(Cl)cc3)CC2)nc(C)n1	0.0	-10	18	-1.2
CC(=O)N(CC1CCCO1)c1nc(-c2ccc(C)cc2)cs1 (stereo unspecified)	-0.2	-12	0	-1.3
Cc1cc(CSC(=N)N)c(O)c(CCc2ccccc2)n1	-0.2	-12	-9	1.0
COc1ccc(C2C(C(=O)Nc3cccc(C(F)(F)F)c3)c3ccccc3C(=O)N2C)cc1 (stereo unspecified)	-0.1	-20	6	-1.6
COc1cc(OC)c(NC(=O)CSc2nc3[nH]ncc3c(=O)n2-c2cccc(C(F)(F)F)c2)cc1Cl	0.1	21	10	0.8
CC1CCc2oc3ccc(NS(=O)(=O)c4ccccc4)cc3c2C1 (stereo unspecified)	0.0	-3	-1	-0.4
CNC(=O)c1ccccc1Nc1cc(Nc2cccc(C)n2)ncc1C(F)(F)F	0.0	82*	2	0.1
COc1cccc(C2(CC(=O)N3CCN(Cc4ccsc4)CC3)CC(=O)N(C)C2=O)c1 (stereo unspecified)	-0.1	9	-7	1.4
COc1cc(OC)c(C(=O)NC2CCCC2)cc1OC	-0.1	-1	9	-1.2
COc1ccc(-n2nc(C(=O)NCC(=O)Nc3ccc(C(C)C)cc3)c3ccccc3c2=O)cc1OC	0.0	-6	1	-0.6
CCOC(=O)c1ccccc1N/C=C(/C#N)c1nc(-c2ccc([N+](=O)[O-])cc2)cs1	-0.2	-1	-13	1.3
CC(C)(C)c1ccc(C(=O)N/C(=C\c2ccco2)C(=O)NCCCCCC(=O)O)cc1	-0.1	-1	-19	1.4
CN(Cc1ccco1)C(=O)Cn1ncc2c1-c1ccccc1OC2	1.5	1	12	0.0
NC1=NC(=O)/C(=C/c2cn(Cc3ccccc3F)c3ccccc23)S1	0.3	-16	14	1.0
CC(=O)Nc1ccc(-c2nnn(CC(=O)Nc3ccccc3C(F)(F)F)n2)cc1Cl	0.1	0	13	-0.9
Cc1c(CC(=O)N2CCCCC2)c(=O)oc2cc(O)ccc12	0.9	8	15	0.3
O=[N+]([O-])c1ccc(N2CCCC2)cc1N1CCCCC1	-0.1	18	10	0.6
COC(=O)C1=CN(C)C=C(C(=O)OC)C1c1cccc(OCc2ccccc2)c1	1.6	-16	-21	-0.3
COc1cccc(CNS(=O)(=O)c2ccc3c(c2)OCCN3C)c1	-0.1	-4	-2	1.9
CCc1ccc(OCC(=O)Nc2ccc(N3CCN(CC)CC3)cc2)cc1	-0.1	-11	6	1.9
COc1ccc(NC(=O)Cc2nnc(NC(=O)Nc3ccc(C)cc3)s2)cc1	-0.1	-9	0	-0.2
CCOC(=O)c1ccccc1NC(=O)c1ccccc1	0.2	8	-1	0.3
C=CCNc1nc(-c2ccc([N+](=O)[O-])cc2)c(C(=O)Nc2ccccc2)s1	0.0	0	-10	4.2
CC(=O)Nc1ccc(NC(=O)C(C)N(c2ccccc2)S(C)(=O)=O)cc1 (stereo unspecified)	0.0	-6	0	-1.0
CCCCNC(=O)c1cnn2c(C)c(Cc3ccc(C)cc3)c(C)nc12	0.0	7	-4	4.0
CCS(=O)(=O)N1CCC(c2nc3c(nnn3Cc3cccc(Cl)c3)c(=O)[nH]2)CC1	-0.1	10	4	-0.8
CCCNC(=O)C(=O)Nc1ccccc1CC	0.1	-3	-3	6.7*
O=C(NCCSCc1ccccc1)c1ccc2c(=O)n(Cc3ccco3)c(=S)[nH]c2c1	0.0	-2	6	2.5
COCCCNC(=O)CCS(=O)(=O)Cc1ccc(C)cc1	0.2	-8	-8	1.3
NC(=O)c1sc2nc(C3CC3)cc(-c3ccccc3)c2c1N	0.1	12	0	-1.3
COc1ccc(N2CCN(CC(O)c3ccccc3)CC2)cc1 (stereo unspecified)	-0.1	0	-6	4.4
COc1ccc(CCNC(=O)Cn2c(-c3ccccc3F)nc3ccccc3c2=O)cc1OC	-0.1	8	2	0.4
COc1ccc(Br)cc1C(=O)Nc1cccnc1	-0.1	13	5	-0.2
COc1ccc(C(Cl)Cl)c(C(=O)O)c1	0.1	-1	-3	-0.1
Cc1ccc(C(=O)[C@@H]2[C@@H](c3ccccc3I)C(C#N)(C#N)[C@H]3C=Cc4ccccc4N23)cc1	-0.2	2	-4	0.2
COc1ccc(C2=CC(c3sccc3C)n3ncnc3N2)cc1 (stereo unspecified)	0.1	-8	0	-0.3
CCC(=O)Nc1cc(C)c(NC(=O)c2cccc(F)c2)cn1	0.2	6	-15	-0.9
COc1ccc(OC)c(CN2CCN(C3CCC(c4ccccc4)CC3)CC2)c1 (stereo unspecified)	-0.2	-4	54*	0.0
O=C(O)c1cc(-n2c(/C=C/c3cccc4ccccc34)nc3ccccc3c2=O)ccc1Cl	0.3	6	2	-1.9
CC1(c2ccccc2)CC(C)(C)N(C(=O)CSc2nc3ccccc3o2)c2ccccc21 (stereo unspecified)	-0.2	-9	-1	2.4
CCNc1cc(N2CCN(C)CC2)c2noc3c2c1C(=O)c1ccccc1-3	-0.4	5	16	-1.3
CCOC(=O)c1c(NC(=O)CSc2nnc(CNC(=O)c3cccc(OC)c3)n2CCc2ccccc2)sc2c1CCCCC2	0.4	-1	-15	0.1
CC(=O)c1ccc(NC(=O)CSc2nnc(-c3cccnc3)n2-c2ccccc2C)cc1	0.2	-24	9	-0.3
CC(=O)Oc1cccc(N2C(=O)C3C4c5ccccc5C(C)(c5ccccc54)C3C2=O)c1 (stereo unspecified)	0.2	4	-10	23*
COc1ccc(C(=O)CSC2=N/C(=C\c3ccccc3)C(=O)N2c2ccccc2)cc1	0.1	1	5	-1.0
COc1cc(SC)ccc1C(=O)NCc1ccc(Cl)cc1	0.4	1	10	0.9
CC(C)N(Cc1nc(-c2ccc(Cl)cc2)no1)C(=O)c1ccc([N+](=O)[O-])cc1	0.0	3	5	-0.2
O=C(CCN1CCCCC1)Nc1ccc(F)cc1	0.0	1	-3	-1.1
COc1cccc(Nc2cn[nH]c(=O)n2)c1	0.0	1	-1	-0.4
CCOC(=O)C1=C(CSc2nccn2C)NC(=O)NC1c1ccc2c(c1)OCO2 (stereo unspecified)	0.1	1	0	0.3
Cc1ccc(S(=O)(=O)NCCc2cn3ccc(C)cc3n2)c(C)c1	0.1	-9	-13	0.1
CCN1CCC(=O)N(C)c2ccccc21	-0.1	-1	-5	3.8
CCc1nn(CC(=O)NCCc2ccc(OC)c(OC)c2)c(=O)c2cc3occc3n12	0.5	9	10	-0.9
COc1ccc(C(=O)Nc2ccc(NC(=O)c3cccs3)nc2)cc1	0.0	-32	11	1.0
CC1CCCC(NC(=O)c2cc(S(=O)(=O)N3CCCC3)ccc2F)C1C (stereo unspecified)	-0.1	-8	3	1.6
Cc1sc2ncnc(SCC(=O)Nc3c(F)cccc3F)c2c1C	0.1	-2	7	-0.7

The last two entries of the part before lead into the next:
SMILES	FBW7 act	TEAD-YAP block	MITF primary	GPR151 activ
CC1CCCC(NC(=O)c2cc(S(=O)(=O)N3CCCC3)ccc2F)C1C (stereo unspecified)	-0.1	-8	3	1.6
Cc1sc2ncnc(SCC(=O)Nc3c(F)cccc3F)c2c1C	0.1	-2	7	-0.7
CCOC(=O)CSc1nc2ccccc2n1C(=O)Oc1ccccc1	0.1	1	5	-1.2
N#Cc1c(/N=C/c2ccc(O)cc2O)sc2c1CCCC2	-0.1	61*	5	0.9
CCN(CC)c1nc(Nc2ccc3c(c2)OCO3)nc(Nc2cc(OC)c(OC)c(OC)c2)n1	0.0	-3	18	-0.8
COc1ccccc1NC(=O)c1ccc([N+](=O)[O-])c(C)c1	0.0	-9	-2	0.4
Cc1ccc(-c2ccc(OC(=O)C3CCC(C)CC3)cc2)cc1 (stereo unspecified)	0.3	10	14	-0.6
CC(O)CNCCCOc1ccccc1OCc1ccccc1 (stereo unspecified)	0.0	2	36	0.2
COc1cncc(-c2cnc(NCC(C)C)c3nccn23)c1	0.2	-3	16	0.4
CCc1nnc(NC(=O)CSc2nc(C)nc3sc(C)c(C)c23)s1	-0.1	-5	7	-0.1
NC(=O)CN(Cc1ccc(F)cc1)S(=O)(=O)c1ccccc1	0.1	1	-9	0.8
COC(=O)C(C)NC(=O)C(C)(C)C (stereo unspecified)	-0.1	-7	-8	0.7
CCc1nnc(NC(=O)C(C)Oc2ccc(Cl)cc2C)s1 (stereo unspecified)	-0.2	11	0	0.9
CCC(=O)Nc1ccc(C(=O)N/N=C/c2ccc(C#N)cc2)cc1	0.3	4	0	1.2
CC1CCN(C(=O)CSc2n[nH]c(N)n2)CC1	0.1	-4	-1	1.7
COc1cccc(-c2nc3ccccc3c(=O)n2NC(=O)Cn2nc(C(F)(F)F)cc2C)c1	0.2	2	-53	-1.2
CC1(C)CC2(CC(C)(c3csc(Nc4ccccc4Cl)n3)OC2=O)C(=O)O1 (stereo unspecified)	0.0	-3	2	2.8
COC(=O)C1=C(C(=O)OC)SC(=C2C(=S)C(C)(C)N(C(=O)c3ccc(-c4ccccc4)cc3)c3cc(C)c(C)cc32)S1	0.2	1	-1	-0.6
N#C/C(=C\c1ccc(C(=O)O)cc1)c1nc2ccccc2[nH]1	0.8	-14	7	-0.3
CCSc1ccccc1C(=O)NC1CCCCC1	0.4	3	13	-1.2
Cc1ccc(O)c(NC(=O)COc2ccc(F)cc2)c1	0.2	-32	0	0.8
Nc1n[nH]c(CCCCc2nc(N)n[nH]2)n1	0.5	1	9	-0.2
COc1cccc(CC2(CCC(=O)NCc3cnn(Cc4ccccc4)c3)CCC(=O)N2)c1 (stereo unspecified)	0.1	9	-4	1.2
CCOC(=O)c1ccc(S(=O)(=O)N2CCN(S(=O)(=O)CC)CC2)cc1	-0.2	5	-14	-1.0
CC1CCCC(NC(=O)CNC(=O)Cn2cnc3ccccc3c2=O)C1C (stereo unspecified)	0.0	-8	-7	0.5
CCc1c(C)nc(N)n2c(SCC(=O)Nc3cccc4ccccc34)nnc12	0.2	15	10	-0.3
O=C(CNc1ccc(Br)cc1)N/N=C/c1ccccc1F	0.3	9	4	2.1
COCCNC(=O)c1cc2c(=O)n3cccc(C)c3nc2n(CCO)c1=N	-0.1	2	14	2.5
CC(=O)NCCC(=O)Nc1cc(C)cc(C)c1	0.1	-8	-9	0.2
O=C1C(C23CC4CC(CC(C4)C2)C3)CCC1C12CC3CC(CC(C3)C1)C2 (stereo unspecified)	0.1	-6	8	-1.2
Cc1ccc(S(=O)(=O)N/N=C2\C3CN4CCN(C3)CC2(C)C4)cc1	0.0	0	-8	-0.2
CCOC(=O)c1cc(-c2ccc3c(c2)OCO3)nc2c1c(C)nn2CCC#N	-0.1	-2	0	0.5

Part of the list above, reduced to MITF primary and GPR151 activ.
structure | MITF primary | GPR151 activ
COCCNC(=O)c1cc2c(=O)n3cccc(C)c3nc2n(CCO)c1=N | 14 | 2.5
CC(=O)NCCC(=O)Nc1cc(C)cc(C)c1 | -9 | 0.2
O=C1C(C23CC4CC(CC(C4)C2)C3)CCC1C12CC3CC(CC(C3)C1)C2 (stereo unspecified) | 8 | -1.2
Cc1ccc(S(=O)(=O)N/N=C2\C3CN4CCN(C3)CC2(C)C4)cc1 | -8 | -0.2

Later entries
SMILES	FBW7 act	TEAD-YAP block	MITF primary	GPR151 activ
CC(C)c1ccc(N2C(=O)C3C(C2=O)C2(c4ccccc4)C(=O)C3(c3ccccc3)C(c3ccccc3)=C2c2ccccc2)cc1 (stereo unspecified)	-0.2	-4	-8	2.7
CCCCNc1cc(-c2ccc(OC)nc2)ncn1	-0.3	-69	-12	0.3
CCOC(=O)c1cc(NC(=O)Nc2ccc(Cl)cc2)c(C)nc1C	-0.1	4	2	1.3
CNC(=O)COc1ccc(S(=O)(=O)Nc2ccccc2)cc1	0.7	1	-86	-1.7
C/C(=N\NC(=O)NC1CCCCC1)c1ccc(O)cc1O	0.0	11	-5	0.0
CCCC1=C(C(=O)OCC)C(c2ccccc2OCC(N)=O)NC(=O)N1 (stereo unspecified)	0.1	5	1	-0.7
CCC(=O)Nc1ccc(NC(=O)c2ccco2)nc1	0.2	-10	4	-0.4
C=C(C)CNC(=S)Nc1ccc(C)cc1	-0.1	-22	1	0.6
Cc1nn(C)cc1CN1CCOc2ccc(C(C)(O)CN(C)C)cc2C1 (stereo unspecified)	0.1	-10	-8	0.6

Ordered by count of non-hydrogen atoms (smallest number first): five of the compounds above.
SMILES	FBW7 act	TEAD-YAP block	MITF primary	GPR151 activ
C=C(C)CNC(=S)Nc1ccc(C)cc1	-0.1	-22	1	0.6
CCC(=O)Nc1ccc(NC(=O)c2ccco2)nc1	0.2	-10	4	-0.4
C/C(=N\NC(=O)NC1CCCCC1)c1ccc(O)cc1O	0.0	11	-5	0.0
CCOC(=O)c1cc(NC(=O)Nc2ccc(Cl)cc2)c(C)nc1C	-0.1	4	2	1.3
CCCC1=C(C(=O)OCC)C(c2ccccc2OCC(N)=O)NC(=O)N1 (stereo unspecified)	0.1	5	1	-0.7

Compound activity (PubChem BioAssay)
